Screening data: PubChem BioAssay, National Center for Advancing Translational Sciences (NCATS)
GAA glycogen: inhibitors or activators of human alpha-glucosidase glycogen cleavage | P10253 | recombinant GAA, glycogen substrate, Amplex Red glucose oxidase fluorescence | Potency, µM (doses to about 76.4 µM), for the others: at the top dose activity change, negative = inhibition, usual class: inhibitors | 0.38% of 300,000 active;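 note: 0% = full enzyme reaction and -100% = no-enzyme basal signal; the screen sought inhibitors and activators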
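Recombinant human alpha-glucosidase (4 nM final) hydrolysed bovine liver glycogen (30 ug) for 40 min at 37 C in pH 5.0 citrate/phosphate with 0.01% Tween-20. Released glucose detected by glucose oxidase/Amplex Red, Ex 573/Em 610 nm. Compounds up to 77 uM; AC50 from Hill fits.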
RGS12 GoLoco inh: RGS12 GoLoco-Gai1 interaction inhibition. Gai1:RGS12 GoLoco peptide FP, rhodamine, 10 min. P63096. Potency, µM (series often up to 61.6 µM), for the others: top-dose activity, negative = inhibition, usual class: inhibitors. AID 880. 0.44% of 230,000 active; active = well fitted inhibition curve with a large enough effect, not every such curve was filed as active; inactive = no such curve, though single readings can be large or run the other way; note: % is set by controls: 0 for no effect and ±100 for the full control effect; nearly all actives have a fitted effect of over 30% in size; many of its hits are not listed in these tables
Target sequence (P63096 whole entry, looked up): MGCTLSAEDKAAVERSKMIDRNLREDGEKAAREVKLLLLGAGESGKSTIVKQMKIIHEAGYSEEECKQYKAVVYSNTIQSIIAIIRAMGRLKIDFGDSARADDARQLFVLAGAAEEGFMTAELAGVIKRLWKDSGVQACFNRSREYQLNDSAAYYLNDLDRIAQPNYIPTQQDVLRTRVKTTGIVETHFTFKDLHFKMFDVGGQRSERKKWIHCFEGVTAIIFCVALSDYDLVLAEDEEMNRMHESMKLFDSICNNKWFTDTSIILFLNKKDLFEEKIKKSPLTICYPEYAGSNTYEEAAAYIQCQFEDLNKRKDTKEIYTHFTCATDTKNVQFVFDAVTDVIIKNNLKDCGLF
HTT ATP protect: cytoprotection in Huntington HTT-Q103 PC12 cell model | 0.14% of 230,000 active | PC12 HTT-Q103 induced, cytoprotection, ATP luminescence, 40 h | Potency, µM (top dose mostly 56.4 µM), without a hit: cytoprotection (ATP increase), usual class: activators;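 note: % of control where 0% means no effect; nearly all actives have a fitted effect of over 45% in size; toxic huntingtin expression switched on by the ecdysone agonist tebufenozide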
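Stable PC12 Q103-GFP cells in serum-supplemented, phenol red-free DMEM; induction by tebufenozide at 100 nM final; compound dose series; cell viability quantified luminescently from ATP.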
IMPase Li cell: cell-permeable IMPase inhibitors with lithium potentiation; CHO-M1 cells, IP1 TR-FRET (IP-One), carbachol + lithium; Potency, µM (highest dose often 59.4 µM), without a hit: at the highest dose activity, negative = IMPase inhibition, most hits filed as inhibitors; 0.35% of 210,000 active;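 note: IP1 builds up when IMPase is blocked and the TR-FRET signal falls; plate controls were basal vehicle for no effect and high inhibitor control for full effect; nearly all actives have a fitted effect of over 50% in size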
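Lithium-sensitised IP1 accumulation assay; M1-expressing CHO cells treated 30 min at 37C with compound. Competitive antibody detection by time-resolved FRET followed a 10 min room-temperature lysis step.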
HttQ103 aggreg: mutant huntingtin aggregation inhibition | PC12 HttQ103-GFP aggregates, Acumen cytometry, 40 h | Potency, µM (highest dose often 46.1 µM), without a hit: top-dose activity change, negative = inhibition, most hits filed as inhibitors | 1.1% of 220,000 active | AID 1688; note: % is set by controls: 0 for no effect and ±100 for the full control effect; nearly all actives have a fitted effect of over 60% in size
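PC12/HTTQ103-GFP, ecdysone-inducible; teb 100 nM; cpd qHTS titration; GFP aggregates read on laser cytometer, Ex 488/Em 500-530 nm.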
GAA inhib: alpha-glucosidase (human) inhibition. Potency, µM (titrated, usually from 76.9 µM), for the others: at the top dose activity change, negative = inhibition, most hits filed as inhibitors. purified human GAA, 4-MU-alpha-glucoside fluorescence. 0.005% of 200,000 active;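 note: plate controls were uninhibited enzyme wells for no effect and no-enzyme background for full effect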
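Endpoint fluorogenic read: 20 min room-temperature reaction of 4 nM human alpha-glucosidase with 400 uM 4-methylumbelliferyl-alpha-D-pyranoside, pH 5.0, quenched with 1M NaOH/1M glycine pH 10. AC50 from Hill modeling.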
aGlu spleen mod: lysosomal alpha-glucosidase (human) modulation; Potency, µM (doses to about 79.9 µM), for the others: top-dose activity change, negative = inhibition, actives largely listed as inhibitors; human spleen homogenate, 4-MU-alpha-glucoside fluorescence; P10253; 0.006% of 240,000 active; AID 2112;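 note: 0% = enzyme with vehicle and -100% = no enzyme basal signal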
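AC50 values come from Hill-equation fits of concentration-response data, normalized to no-enzyme and full-activity controls. Enzyme source: 1 ug human spleen homogenate; 1 mM fluorogenic 4-MU glucoside, pH 5.0 citrate buffer, 37 C, 40 min.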
* = called active by the depositor; ? = inconclusive; / = no result given; & = joins results of further samples; [ ] = remark or other dose. Unless noted, calls come from the whole dose curve; as a rule, active = well fitted curve in the direction sought with a large enough effect; inconclusive = small, poorly fitted or top-dose-only effect, or another doubt; inactive = no such curve, though single readings can be large; an effect the other way counts as inactive or inconclusive. Potency is the fitted concentration of half-maximal effect. Not all compounds are listed; the hit share may differ from the screen's.

#	SMILES	GAA glycogen	RGS12 GoLoco inh	HTT ATP protect	IMPase Li cell	HttQ103 aggreg	GAA inhib	aGlu spleen mod
1	CC1=C(C(=O)Nc2cc(C)ccc2C)C(c2cccs2)NC(=S)N1 (stereo not drawn)	-2%	6%	0%	4%[38.3 µM]	13%	4%	-2%
2	CS(=O)(=O)N1CCC2(CC1)CN(Cc1ccccc1)C2	/	6%	-43%[inhibitor]	17%	/	/	1%
3	O=C(NCc1ccc2c(c1)OCO2)c1ccc(N2C(=O)C3CCCCC3C2=O)cc1 (stereo not drawn)	0%	-6%	2%	26%[38.3 µM]	2%	-4%	-2%
4	CC(C)CCn1c(CN2CCN(Cc3ccccc3)CC2)nc2c1c(=O)[nH]c(=O)n2C	3%	9%	-10%	25%[38.3 µM]	-5%	4%	-3%
5	CCC(CO)NCc1ccc2c(c1)n(C)c(=O)n2C (stereo not drawn)	-4%	/	-5%	/	1%	1%	2%
6	O=C(OCc1ccc([N+](=O)[O-])cc1)c1ccc(N2CCCC2)c([N+](=O)[O-])c1	-2%	-4%	23%[1.9 µM]	5%	8%	7%	-2%
7	COC(=O)C1=C(C)NC(C)=C(C(=O)OC)C1c1ccccc1OCc1c(C)no[n+]1[O-]	?	12%	0%	17%[38.3 µM]	29%	-6%	-4%
8	CSCCC1NC(=O)N(CC(=O)Nc2cccc3ccccc23)C1=O (stereo not drawn)	-2%	-3%	17%	35%[38.3 µM]	-3%	4%	0%
9	CCCc1c(C(=O)N2CCN(c3ccccc3OC)CC2)cnn1-c1ccccc1	1%	8%	3%[10 µM]	/	31%[9.22 µM]	-8%	-15%
10	COc1cc(C(=O)Nc2ccncc2)c([N+](=O)[O-])cc1OC	5%	8%	9%[10 µM]	/	-6%[9.22 µM]	-10%[15.4 µM]	0%
11	Cc1ccccc1NC(=O)Cc1nnc(SCC(=O)c2ccc(Br)cc2)n1C	4%	-4%	-20%[10 µM]	-20%[38.3 µM]	-2%	3%	-2%
12	O=C(Nc1ccc2c(c1)OCCO2)c1cncc(Br)c1	-1%	0%	-100%[inhibitor][0.074 µM]	0%[38.3 µM]	-32%	-6%	4%
13	O=C(Nc1ccc2c(c1)OCO2)c1ccc(Br)s1	-2%	10%	-127%[inhibitor][0.074 µM]	20%[38.3 µM]	-10%	-3%	5%
14	COC1=CC(=O)C=C(OC)C1=O	/	20µM*	-335%[inhibitor]	43%[activator]	/	/	10%
15	COC(=O)c1ccccc1NC(=O)CNc1cc(OC)c(OC)cc1C	?	3%	8%[10 µM]	15%	2%	2%	-1%
16	CCOc1cccc(C(=O)NC(c2ccccc2)C(C)C)c1 (stereo not drawn)	0%	19%	-3%	16%	-6%[9.22 µM]	5%	-5%
17	Cc1[nH]c2ccc(F)cc2c1CCN(Cc1ccncc1)C(=S)Nc1cccc(F)c1	-3%	9%	-16%	26%	-8%	?	-3%
18	C=C1C(=O)O[C@@H]2[C@H]3O[C@]3(C)CCC=C(C)CC[C@@H]12	/	9%&-4%	-86%&-92%[inhibitor]	11%&26%	/	/	3%&0%
19	O=C(Nc1ccccc1Br)c1ccc(OC(=S)N2CCOCC2)cc1	2%	5%	4%[10 µM]	4%	2%[9.22 µM]	0%	4%
20	O=c1c(-c2cccs2)nc2cnc(Oc3ccccc3)nc2n1C1CC1	/	8%	-64%[inhibitor]	5%	/	/	19%

Following part
#	SMILES	GAA glycogen	RGS12 GoLoco inh	HTT ATP protect	IMPase Li cell	HttQ103 aggreg	GAA inhib	aGlu spleen mod
21	Nc1ncnc2c1nc(Br)n2[C@H]1O[C@H]2COP(=O)(O)O[C@H]2[C@@H]1O	/	-4%	-24%	14%	/	/	-2%
22	Cc1ccc(S(=O)(=O)/C(C#N)=C/c2c(N3CCOCC3)nc3ccccn3c2=O)cc1	-2%	5%	-1%	5%[38.3 µM]	-9%	0%	-8%
23	COc1ccc(NC2=CC(c3ccc(OC)cc3)N(c3ccc(OC)cc3)C2=O)cc1 (stereo not drawn)	?	6%	-21%[1.9 µM]	3%	-1%[9.22 µM]	4%	4%
24	FC(F)(F)C1=CC(c2ccccc2)=NCCN1	5%	-4%	19%	?	14%	-2%	3%
25	N#Cc1c2ccc(O)cc2n2ccccc12	?	4%	-24%	6%	10µM*	0%	-16%
26	Cc1ccc(Nc2nc(N)nc(CSc3nncn3C)n2)cc1	0%	5%	-15%[10 µM]	-1%	3%	-4%	-3%
27	CN(C)c1ccnc2sc(C(N)=O)c(N)c12	1%	-6%	26%	19%[38.3 µM]	1.6µM*	4%	5%
28	COC(=O)CSC1=C(C#N)C(c2ccc(C)o2)CC(=O)N1 (stereo not drawn)	-3%	4%	11%[10 µM]	2%	-2%[9.22 µM]	8%	4%
29	O=C(c1ccc(Cl)cc1)N1CCN(c2ccnc3cc(Cl)ccc23)CC1	-9%	-7%	-6%	13%	8%[9.22 µM]	6%	1%
30	O=C(Cc1cccs1)NCc1cccnc1	5%	13%	14%	-1%[38.3 µM]	-4%	-1%	5%
31	O=C(CCN1CCCCC1)c1csc2ccccc12	/	1%[14.2 µM]	-9%[10 µM]	-2%	/	/	/
32	O=C(Nc1nnc(C2CC2)s1)c1cccc(S(=O)(=O)N2CC(c3ccccc3)CC2=O)c1 (stereo not drawn)	-5%	3%	8%	6%[38.3 µM]	20%	-8%[15.4 µM]	1%
33	CC(C)CCNc1ncnc2c1nnn2Cc1ccccc1Cl	6%	11%	-33%	-1%[38.3 µM]	-26%	-1%	1%
34	Cc1ccc(-n2c3c(c(=O)[nH]c2=S)C(C(F)(F)F)(C(F)(F)F)NC(=O)N3)cc1	7%	-21%	21%[10 µM]	2%[38.3 µM]	24%	-1%	-7%
35	CC1CC(C)CN(S(=O)(=O)N2CCC(C(=O)NCc3ccco3)CC2)C1 (stereo not drawn)	2%	-6%	-12%	-7%	31%	2%	0%
36	Cc1cc(C(=O)COC(=O)CN(C)S(=O)(=O)c2ccc(Cl)cc2)c(C)n1Cc1cccs1	-7%	-10%	-15%[0.074 µM]	0%	-5%	-2%	4%
37	O=C(Cc1cccs1)Nc1ccc(Cl)cc1	2%	7%	-11%[0.074 µM]	7%[38.3 µM]	-28%	-14%	6%
38	O=C(NCCN1CCN(c2ccccc2F)CC1)C1c2ccccc2C(=O)N2CCc3ccccc3C12 (stereo not drawn)	6%	2%	18%[10 µM]	1%	22%	3%	-11%
39	COc1cccc(C(=O)NC2CC3CCCC(C2)N3S(=O)(=O)c2ccccc2)c1 (stereo not drawn)	-9%	-2%	1%[10 µM]	/	12%[9.22 µM]	/	-4%
40	Cc1cc(OC(=O)c2ccc3ccccc3c2)c([N+](=O)[O-])c(=O)[nH]1	-22%	-2%	/	1%	2%	-5%	2%

Next section:
#	SMILES	GAA glycogen	RGS12 GoLoco inh	HTT ATP protect	IMPase Li cell	HttQ103 aggreg	GAA inhib	aGlu spleen mod
41	CC(C)C(=O)NC(=S)Nc1ccc(S(=O)(=O)Nc2ccccc2)cc1	-14%	13%	-6%[10 µM]	6%	8%	-4%	-1%
42	O=C(NNC(=S)Nc1ccc(F)cc1)C1[C@H]2CCCC[C@@H]12 (stereo partly drawn)	?	15%	11%[10 µM]	/	8%[9.22 µM]	/	0%
43	COc1cc(/C=N/Nc2ccc(Cl)cc2)ccc1OC(=O)c1cccs1	?	3%	13%[1.9 µM]	-4%	19%	-1%	-19%
44	CCn1c(COc2cccc(OC)c2)nnc1SCC(=O)N1CCOCC1	2%	1%	12%	-13%[38.3 µM]	10%	-3%	-1%
45	CC(C)c1ccc(NC(=O)c2cc(Br)ccc2Br)cc1	12%	11%	/	21%	/	?	2%
46	CC(=O)c1c(C)nc2ccc(Cl)cn12	10%	10%	-6%	41%[38.3 µM]	-7%	-8%	5%
47	COc1ccc(NC(=O)c2cnc3n(c2=O)CCS3)cc1OC	3%	3%	1%[10 µM]	-5%	0%	1%	-3%
48	COc1cccc(-c2csc3nnc(SCC(=O)c4ccc(NC(C)=O)cc4)n23)c1	3%	24%	-6%	4%[38.3 µM]	-1%	-12%	3%
49	CCOC(=O)C(=CNc1cc(C)ccc1C)C(=O)OCC	-1%	-2%	-12%	-7%[38.3 µM]	-4%	6%	0%
50	CC(C)NC(=O)c1cc2c(s1)CCCC2	-8%	-1%	3%[10 µM]	-5%	-10%	-2%	-3%
51	CSc1nc(N)nc(SCC(=O)c2ccccc2)c1C#N	-4%	6%	-77%[inhibitor][0.074 µM]	18%[38.3 µM]	-6%	2%	-8%
52	CN(C)CC#CCC(O)(c1ccccc1)c1ccccc1	-8%	1%	6%[10 µM]	/	-21%[9.22 µM]	/	-9%
53	CCOc1ncccc1C(=O)OCC(=O)c1ccc(Cl)s1	-6%	0%	-10%	4%[38.3 µM]	9%	0%	-5%
54	N#CCCN/N=C(/Cc1nc2ccccc2[nH]1)c1ccc(Cl)cc1	-16%	31%[activator]	-15%	33%[activator][38.3 µM]	-11%	-7%	2%
55	Nc1nc2c(c3c1c(=O)oc1ccccc13)CCCCC2	4%	11%	-7%[10 µM]	35%[38.3 µM]	-14%	6%	3%
56	CCc1ccc(S(=O)(=O)/N=C2/C=C(Sc3ncn[nH]3)C(=O)c3ccccc32)cc1	3%	-26%	-80%[inhibitor][10 µM]	33%[activator]	3.5µM*	-2%	0%
57	COc1cccc(-n2c(SCC(=O)Nc3cc(C)on3)nc3c([nH]c4ccccc43)c2=O)c1	-9%	-7%	6%[10 µM]	4%	2%	1%	-9%
58	Cc1ccc(-c2csc(NC(=O)c3ccc(-c4ccccc4)cc3)n2)o1	-8%	15%	1%[10 µM]	34%[activator][38.3 µM]	?	-4%	-14%
59	N#Cc1ccc(CN2CCCC3(CCN(C(=O)c4cc(C(F)(F)F)cc(C(F)(F)F)c4)CC3)C2)cc1	/	8%	18%	15%	/	/	5%
60	COc1ccc(CN2C(=O)c3ccccc3C2=O)cc1C(=O)Nc1ccccc1N1CCOCC1	-2%	12%	-34%[inhibitor]	6%	8%	6%	3%
61	COC(=O)c1ccc(/C=N/Nc2nc(N3CCCCC3)nc(N3CCCCC3)n2)cc1	-3%	-3%	0%	7%	8%	2%	3%
62	CCCOC(=O)Nc1nnc(CCC)s1	7%	-1%	-6%	27%[38.3 µM]	-4%	2%	-8%
63	C=CCn1c(SCCC(=O)O)nc2c1c(=O)n(C)c(=O)n2C	-2%	5%	4%[10 µM]	-9%[38.3 µM]	-3%	-2%	-12%

Marked active in RGS12 GoLoco inh, among the entries above:
no.	molecule	GAA glycogen	RGS12 GoLoco inh	HttQ103 aggreg	GAA inhib
14	COC1=CC(=O)C=C(OC)C1=O	/	20µM*	/	/
